From PubChem BioAssay
CHOP inhibitor – inhibitors of CHOP promoter induction, primary screen, cell-based, unfolded protein response, luciferase reporter; 220,000 tested, 3.8% active; CHO-K1 CHOP-promoter luciferase, tunicamycin-induced, 15-18 h; AID 2732, 2010; inhibition, % at 10 µM;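 active means compounds that reduced the stress-induced luciferase reporter signal by more than about 70% of percent inhibition, limit read from the data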;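 further: 0% = tunicamycin plus vehicle and 100% = wells without tunicamycin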
TNF necrop inh – inhibitors of TNF-alpha triggered necroptosis, primary screen, cell-based, Jurkat FADD-/-, single concentration | activation (protection from cell death), % at 10 µM | 220,000 tested, 0.068% active | Jurkat FADD-/- TNF necroptosis rescue, ATP luminescence, 24 h; 0 = TNF only, 100 = no-TNF cells;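 active means activation, meaning protection from cell death, of at least 50% relative to plate controls; inactive means activation below 50%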;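 further: necroptosis triggered by 40 ng/mL TNF-alpha added together with compound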
TRPML3 agonist – human TRPML3 channel agonists, primary screen, cell-based, HEK293 TRPML3-YFP, Fluo-8 calcium fluorescence, 3 µM; Mucolipin-3 (Homo sapiens), Q8TDD5; 100% = the carbachol control signal; activation, % at 3 µM; 220,000 tested, 0.29% active; AID 1448, 2008;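 active means activation above its plate's cutoff, the mean activation of the plate's test wells plus 3 SD, cut at about 12% in these data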;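 further: 0% = DMSO only wells and 100% = carbachol wells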
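system = HEK293 cells stably carrying human TRPML3-YFP | doses = one concentration, 3 µM nominal, 0.3% DMSO | timing = dye loading 1 h 37 °C then 30 min ambient, 125 s read | detection = Fluo-8 calcium dye fluorescence, ex 470-495, em 515-575 nm | benchmarks = high control carbachol 87 µM, low control DMSO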
Runt-SMMHC FRET – inhibitors of RUNX1 Runt–CBFb-SMMHC binding, primary screen, biochemical, FRET, Cerulean-Runt, Venus-CBFb-SMMHC, uHTS; inhibition, % at 20 µM; Cerulean-Runt/Venus-CBFb-SMMHC FRET ratio 530/480, 1 h; 220,000 tested, 0.74% active; Runt-related transcription factor 1 (Homo sapiens) + Core-binding factor subunit beta …;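 active means mean inhibition across duplicate retests at 20 µM reaching about 50%, limit read from the data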;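 further: 0% = DMSO wells and 100% = wells with excess untagged CBFb-SMMHC; inhibitors lower the FRET ratio by blocking Runt binding to CBFb-SMMHC; some results filed as inactive read as strong as hits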
Target sequence (Q01196 whole entry, looked up): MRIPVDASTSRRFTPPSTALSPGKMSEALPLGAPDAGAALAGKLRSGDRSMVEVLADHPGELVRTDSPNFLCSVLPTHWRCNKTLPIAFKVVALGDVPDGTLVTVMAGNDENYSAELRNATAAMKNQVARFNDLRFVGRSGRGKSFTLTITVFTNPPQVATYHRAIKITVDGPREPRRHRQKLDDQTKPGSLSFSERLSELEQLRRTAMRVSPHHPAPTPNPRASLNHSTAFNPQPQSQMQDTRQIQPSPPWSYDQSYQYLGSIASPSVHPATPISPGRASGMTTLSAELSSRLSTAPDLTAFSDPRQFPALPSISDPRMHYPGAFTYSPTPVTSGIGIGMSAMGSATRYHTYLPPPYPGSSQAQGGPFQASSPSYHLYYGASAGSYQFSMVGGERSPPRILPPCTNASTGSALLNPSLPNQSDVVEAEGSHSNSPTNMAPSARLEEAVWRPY
Target sequence (Q13951 whole entry, looked up): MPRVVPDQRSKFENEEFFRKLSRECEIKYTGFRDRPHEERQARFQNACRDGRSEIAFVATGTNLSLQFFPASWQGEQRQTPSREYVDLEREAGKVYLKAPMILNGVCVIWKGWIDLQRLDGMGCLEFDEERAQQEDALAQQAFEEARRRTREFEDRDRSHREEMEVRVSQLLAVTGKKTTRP
Mdm2 ligase inh – MDM2-luciferase reporter signal enhancers, primary screen, MDM2 E3 ligase inhibitor project, cell-based, luminescence, 1536-well | cell-based MDM2 ubiquitination luciferase reporter, 2 h; 0 = plate control, 100 = twice control, blank-subtracted | signal enhancement, % at 5 µM | 210,000 tested, 0.11% active | AID 1230, 2008;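 active means signal enhancement of 30% or more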;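 further: luminescence tracks abundance of the self-degrading MDM2-luciferase fusion protein; higher signal means inhibition of MDM2 E3 ligase activity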
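Material: stable MDM2–luciferase fusion reporter cells / Quantity: 2000 cells/well / Dosing: single 5 µM compound dose, 0.2% final DMSO / Buffer or medium: DMEM / Schedule: 4 h cell settling then 2 h compound exposure, 37 °C / Detection: luminescence with SteadyLite reagent, 15 min at room temperature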
p47phox inh – p47phox/p22phox peptide binding inhibitors, primary screen, biochemical, uHTS, NADPH oxidase regulatory subunit; fluorescence polarization, 2 h; 220,000 tested, 0.53% active; inhibition, % at 24.7 µM; Neutrophil cytosol factor 1 (Homo sapiens), P14598;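 active means inhibition above about 30%, limit read from the data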;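 further: 0% = p47phox with labelled peptide and 100% = labelled peptide alone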
TRPN1 ag – zebrafish TRPN1 channel agonists, primary screen, cell-based, HEK293, calcium fluorescence. HEK293 zebrafish TRPN1-YFP, Fluo-8 calcium fluorescence; 100% = response to 87 µM carbachol. 220,000 tested, 0.18% active. AID 1424, 2008. activation, % at 3 µM;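 active means activation above its plate's cutoff, the mean activation of test wells on that plate plus 3 SD, cut at about 19% in these data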;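 further: 0% = DMSO alone and 100% = 87 µM carbachol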
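Material: zebrafish TRPN1-YFP in HEK293 cells; Doses: single test compound dose, 3 µM nominal, 0.3% DMSO; Timing: dye loading 1 h at 37 °C, then 30 min room temperature; Technique: intracellular calcium fluorescence with Fluo-8; Benchmarks: high carbachol 87 µM, low DMSO alone.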
PPC-1+TRAIL kill – compounds killing PPC-1 cancer cells with TRAIL present, primary screen, TRAIL potentiator project, ATPLite luminescence, uHTS. cell killing (% activity), % at 4 µM. 220,000 tested, 0.41% active. PPC-1 cells + TRAIL, ATPLite viability luminescence. AID 1443, 2008;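 active means cell killing above 50% in the first pass at 4 µM, then a duplicate retest at 5 µM averaging 50% or more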;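 further: plate controls were cells with TRAIL plus DMSO for no effect and medium-only wells lacking cells for full effect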
EBV gp42 block – Epstein-Barr virus gp42 inhibitors, primary screen, biochemical, uHTS, fluorescence polarization; Fluorescence polarization binding assay, mP read-out; inhibition, % (tested at 21.74 µM); 220,000 tested, 0.42% active; AID 1085, 2008; in the data active means inhibition above about 50%
Target sequence (Q1HVG2 whole entry, looked up): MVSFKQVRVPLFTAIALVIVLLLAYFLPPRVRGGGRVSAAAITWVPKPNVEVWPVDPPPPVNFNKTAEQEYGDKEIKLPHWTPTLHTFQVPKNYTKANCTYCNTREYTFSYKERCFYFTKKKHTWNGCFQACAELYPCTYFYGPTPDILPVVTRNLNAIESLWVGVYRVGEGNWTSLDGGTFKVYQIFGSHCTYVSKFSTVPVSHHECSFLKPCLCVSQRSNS
Active calls of the source: *; . = no result given.

SMILES | CHOP inhibitor | TNF necrop inh | TRPML3 agonist | Runt-SMMHC FRET | Mdm2 ligase inh | p47phox inh | TRPN1 ag | PPC-1+TRAIL kill | EBV gp42 block
O=C(Cn1ccc([N+](=O)[O-])n1)N1CCc2ccccc21 | -10 | 1.1 | 1.2 | -3 | -22 | 2 | -0.8 | -1 | -13
CC1(c2nnc(Cc3ccccc3)o2)CC(c2ccc([N+](=O)[O-])cc2)=NO1 (configuration not stated) | 19 | 2.8 | . | -1 | 2 | -6 | . | 17 | -8
Nc1nc2ccccc2n1CCOc1ccccc1Cl | 69 | 1.1 | 1.2 | 0 | 2 | -4 | 0.1 | 14 | -14
C[C@H]1C=C(C(=O)N2CCN(Cc3ccc4c(c3)OCO4)CC2)O[C@@H](OCc2ccc(CO)cc2)C1 | 15 | 2.5 | 1.2 | -3 | . | -7 | 3.9 | 12 | -6
COc1ccccc1-c1c(NC(=O)c2ccco2)n(C)c2ccccc2c1=O | 16 | 1.9 | 0.9 | 3 | -3 | -4 | -0.2 | 16 | -7
COc1ccc(CC(=O)Nc2c3c(nn2-c2ccccc2C)CS(=O)C3)cc1 (configuration not stated) | 31 | -0.3 | 1.3 | -2 | -12 | -1 | -0.7 | -25 | -8
COc1ccc(S(=O)NC2CCCCC2)c(OC)c1C (configuration not stated) | 23 | -1.3 | 1.9 | 4 | -10 | -7 | 0.0 | 1 | -13
CC(C)(C)OC(=O)C1C(=O)CC(C)(O)C(C(=O)OC(C)(C)C)C1c1cccnc1 (configuration not stated) | 12 | 1.1 | 0.5 | -1 | 1 | -9 | 1.8 | 13 | -6
Cn1c(=O)c2[nH]c(N3CCOCC3)nc2n(-c2ccccc2)c1=O | 9 | 4.4 | 0.6 | 1 | 0 | 5 | 0.3 | 12 | 2
CCN(CC)S(=O)(=O)c1ccc(C(=O)N2CCc3ccccc32)cc1 | -3 | 3.2 | 2.0 | -5 | -4 | -133 | 2.6 | 18 | -12
CCCCCOC(=O)Nc1ccc(S(=O)(=O)Nn2cnnc2)cc1 | -4 | -0.1 | 0.7 | 0 | -15 | -3 | 1.4 | 10 | -26
Cc1ccc(NC(=O)c2noc3c2CC(C(C)(C)C)CC3)cc1 (configuration not stated) | -4 | 0.3 | 0.5 | 4 | -4 | -8 | 1.0 | 26 | 6
COc1ccc(C2(C(=O)Nc3ccc(S(=O)(=O)Nc4nc(C)cc(C)n4)cc3)CCCC2)cc1OC | 7 | 3.7 | 0.3 | 0 | -6 | -15 | -0.2 | 4 | 1
COc1cc(CCCN2C(=S)NC[C@@H]2CCCCN)cc(OC)c1OC | 20 | 0.4 | 0.3 | -2 | . | -11 | 1.0 | -1 | -9
Cc1cc(NC(=O)CCC(=O)N(c2ccccc2)C(C(=O)NCC2CCCO2)c2cccnc2)no1 (configuration not stated) | -11 | -2.1 | 0.9 | 0 | -8 | -7 | 1.3 | 13 | -10
COc1ccccc1C(=O)Nc1nnc(-c2ccc(F)cc2)o1 | 24 | 0.5 | 0.5 | 4 | -7 | -1 | 2.2 | 21 | -11
COc1ccccc1C(CNC(=O)c1ccc(S(=O)(=O)NCc2ccco2)cc1)N(C)C (configuration not stated) | 5 | 1.4 | 1.4 | -3 | -16 | -12 | 0.7 | 0 | -12
CC1CCN(c2c(NCC3CCC(C(=O)N4CCCC(C)C4)CC3)c(=O)c2=O)CC1 (configuration not stated) | 3 | -0.9 | -0.1 | 1 | -13 | -12 | 0.8 | 10 | -1
COc1ccc(NS(=O)(=O)c2cc(NC(=O)C3CCCO3)ccc2N2CCCC2)cc1 (configuration not stated) | -16 | 0.1 | -2.6 | 0 | -4 | -13 | 0.1 | 19 | -11
CCCCn1c(=O)n(Cc2cccc(F)c2)c(=O)c2c1ncn2Cc1ccco1 | 22 | -8.2 | -0.3 | -4 | -6 | -19 | -0.1 | 10 | -5
CC1CCN(C(=O)c2cc(-c3ccccc3O)on2)CC1 | 19 | 0.5 | 0.3 | 2 | -25 | -16 | 0.2 | -9 | 7
S=C(NN=C1C2CC3CC(C2)CC1C3)Nc1ccccc1 | -48 | -1.1 | 0.5 | 19 | -26 | 8 | -0.7 | -6 | -19
COc1ccc(-c2ccc(Nc3ccc(S(=O)(=O)N4CCCC4)cc3)nn2)cc1OC | 0 | -3.5 | -1.3 | -4 | -9 | -22 | -0.7 | -6 | -12
CC1Cc2nc(SCC(=O)Nc3nccs3)n(Cc3ccccc3)c(=O)c2S1 (configuration not stated) | 22 | -1.3 | 0.2 | 0 | -4 | -16 | 0.4 | -20 | -5
CCN(CCn1cccn1)C(=O)CCc1nnc(-c2ccccc2)o1 | 2 | -0.6 | 1.1 | 1 | 3 | -13 | 1.2 | 27 | -2

Entries shown so far with a furan ring, fused or not:
SMILES | CHOP inhibitor | TNF necrop inh | TRPML3 agonist | Runt-SMMHC FRET | Mdm2 ligase inh | p47phox inh | TRPN1 ag | PPC-1+TRAIL kill | EBV gp42 block
COc1ccccc1-c1c(NC(=O)c2ccco2)n(C)c2ccccc2c1=O | 16 | 1.9 | 0.9 | 3 | -3 | -4 | -0.2 | 16 | -7
COc1ccccc1C(CNC(=O)c1ccc(S(=O)(=O)NCc2ccco2)cc1)N(C)C (configuration not stated) | 5 | 1.4 | 1.4 | -3 | -16 | -12 | 0.7 | 0 | -12
CCCCn1c(=O)n(Cc2cccc(F)c2)c(=O)c2c1ncn2Cc1ccco1 | 22 | -8.2 | -0.3 | -4 | -6 | -19 | -0.1 | 10 | -5

Looked up by compound from the list above, 2 records:
SMILES | CHOP inhibitor | TNF necrop inh | TRPML3 agonist | Runt-SMMHC FRET | Mdm2 ligase inh | p47phox inh | TRPN1 ag | PPC-1+TRAIL kill | EBV gp42 block
CC(C)(C)OC(=O)C1C(=O)CC(C)(O)C(C(=O)OC(C)(C)C)C1c1cccnc1 (configuration not stated) | 12 | 1.1 | 0.5 | -1 | 1 | -9 | 1.8 | 13 | -6
CCCCn1c(=O)n(Cc2cccc(F)c2)c(=O)c2c1ncn2Cc1ccco1 | 22 | -8.2 | -0.3 | -4 | -6 | -19 | -0.1 | 10 | -5

Next section.
SMILES | CHOP inhibitor | TNF necrop inh | TRPML3 agonist | Runt-SMMHC FRET | Mdm2 ligase inh | p47phox inh | TRPN1 ag | PPC-1+TRAIL kill | EBV gp42 block
CSc1ccccc1NS(=O)(=O)c1ccccc1 | 24 | -1.3 | -0.6 | -7 | -19 | -11 | -2.5 | 18 | 3
Cc1ccc(S(=O)(=O)NC(C)C(=O)Nc2ccc(C(N)=O)cc2)cc1 (configuration not stated) | 10 | -0.2 | 0.5 | -2 | -17 | -11 | 0.9 | 15 | -8
CCOC(=O)NC(=O)/C(C#N)=C\NNc1ncc(C(F)(F)F)cc1Cl | 11 | 0.0 | 1.2 | -1 | -4 | 0 | 0.2 | 0 | 3
COC(=O)c1c(-c2ccc3ccccc3c2)csc1NC(=O)Cc1ccc(OC)c(OC)c1 | 53 | -11 | 0.4 | -8 | -11 | 4 | 0.2 | 1 | -35
Cc1snc(S(=O)(=O)Cc2c(Cl)cccc2Cl)c1C#N | 11 | -1.5 | 0.8 | 3 | -5 | -8 | 0.6 | 13 | -14
Cc1ccc(S(=O)(=O)N(C)CCCC(=O)N2CCN(C=O)CC2)cc1 | -15 | -0.2 | 0.1 | -1 | -22 | 1 | 0.3 | -4 | -2
COc1cc(OC)nc(Oc2ccccc2C(=O)Oc2ccccc2Cl)n1 | 13 | -1.0 | -1.1 | -2 | -4 | -9 | -0.7 | 23 | -10
CS(=O)(=O)N(CC(=O)Nc1ccccc1-c1ccccc1)c1ccccc1 | 8 | 1.0 | -0.8 | -1 | -17 | -4 | -2.0 | 6 | 13
O=C(CN1C(=O)CC(c2ccco2)Sc2ccccc21)NC1CCCCC1 (configuration not stated) | -16 | 1.5 | 0.1 | -1 | 1 | -4 | -0.3 | 10 | -15
O/N=C1\CC/C(=N\O)c2nn(-c3ccc(Cl)cc3Cl)nc21 | 28 | -2.5 | -0.2 | -3 | -26 | -5 | 0.1 | 21 | -4
COc1cccc(NS(=O)(=O)c2ccc(Br)s2)c1 | 23 | 1.8 | -0.4 | -2 | -14 | 1 | -0.7 | 14 | -11
C=C(C)C(=O)Nc1cccc(C2=NOC3(C2)C[C@H](C(N)=O)N(C(=O)C(c2ccccc2)c2ccccc2)C3)c1 (some centres not stated) | -9 | -0.3 | . | 5 | -6 | -11 | . | -5 | 15
Cc1ccc(C2C(C(=O)c3cccs3)=C(O)C(=O)N2CCN2CCOCC2)o1 (configuration not stated) | 16 | -1.9 | 0.3 | -4 | 9 | -17 | 0.0 | 16 | -11
COc1cc2c(cc1OC)CN(C(=O)COc1ccc(C)c(C)c1)CC2 | 34 | 0.0 | -0.8 | 0 | -11 | -20 | -0.3 | 4 | -19
CC(C)(C)C(=O)/C(C#N)=C/c1cccs1 | 16 | 0.7 | 0.8 | 0 | -5 | -4 | 1.2 | 2 | -6
COC(=O)c1c[nH]n2c(=O)c(Cc3ccc(F)cc3Cl)c(C)nc12 | 15 | -2.6 | 0.2 | -1 | -9 | -3 | 0.0 | -5 | 1
CSCCC(NC(N)=O)C(=O)Nc1ccc(C)cc1 (configuration not stated) | -5 | 0.1 | 0.4 | 2 | -3 | -4 | 1.1 | 9 | 1
CNC(=O)/C(C#N)=C/c1ccc(-c2ccc(Cl)cc2)o1 | 97* | -6.0 | -0.8 | . | -7 | -13 | -2.1 | . | 9
COc1ccc(CCNC2CC(=O)N(CCc3ccccc3)C2=O)cc1 (configuration not stated) | 25 | 0.7 | 0.5 | -1 | -9 | -2 | -1.2 | 2 | -1
COc1ccc2nc(NCCCNC(=O)c3cc(OC)c(OC)c(OC)c3)c(C#N)cc2c1 | 14 | -1.2 | 0.0 | 38 | -10 | -10 | 0.4 | 2 | 26
CCC(C)NC(=O)CSc1n[nH]c(-c2cc(Cl)ccc2OC)n1 (configuration not stated) | 8 | 4.5 | -0.6 | -2 | -9 | -11 | -0.4 | 33 | -12
Cc1ccc(S(=O)(=O)CNC(=S)c2cccc(C)c2)cc1 | -19 | -3.1 | -0.1 | -2 | -11 | -1 | -0.2 | 10 | -3
CCCN(CCC)c1ncnc2nc[nH]c12 | 47 | -0.9 | 0.0 | 5 | -19 | -25 | -0.7 | 2 | -3
Cc1noc(NS(=O)(=O)c2ccc(NC(=O)CCC3CCCCC3)cc2)c1C | 19 | -1.2 | -0.4 | -1 | -2 | -5 | -0.2 | 31 | -21
